RmlCD inh 1536 = blocks M. tuberculosis RmlC and RmlD coupled enzymes; 160,000 compounds, 0.03% hits; AID 1533; RmlC+RmlD coupled enzyme assay, percent inhibition; primary screen in compound mixtures; inhibition, % at 3.6 µM; in the data active = inhibition mostly above about 34%, no sharp cut-off; also: some results filed as inactive read as strong as hits
M. tuberculosis GlmU = inhibition of mycobacterial GlmU enzyme – biochemical, glucosamine-1-phosphate acetyltransferase (AID 1376); M. tuberculosis GlmU acetyltransferase enzyme assay; higher % means a stronger effect; inhibition, %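 (tested at 30 µM in the primary screen)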; hits with a dose series show IC50 in µM; 220,000 compounds, 0.25% hits; in the data active = inhibition above about 13%;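 also: 0% = complete reaction with vehicle and 100% = reaction without substrate; strong numbers were not always called active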
* = called active by the depositor; . = not tested or not shown; & = joins results of further samples.

Values run as follows: RmlCD inh 1536	M. tuberculosis GlmU
1: CCCC(=O)O[C@]1(C(=O)CCl)[C@@H](C)C[C@H]2[C@@H]3CCC4=CC(=O)C=C[C@]4(C)[C@@]3(F)C(=O)C[C@@]21C
    .	5.2%
2: N=c1nc(N2CCCCC2)cc(N)n1O
    .	-0.1%&0.7%
3: O=C1NC(=S)S/C1=C\C=C\c1ccc([N+](=O)[O-])o1
    .	19µM*
4: COc1ccc(-c2oc3c(CC=C(C)C)c(O[C@@H]4O[C@H](CO)[C@@H](O)[C@H](O)[C@H]4O)cc(O)c3c(=O)c2O[C@@H]2O[C@@H](C)[C@H](O)[C@@H](O)[C@H]2O)cc1
    -9	-6.1%
5: CC(C)NNC(=O)c1ccncc1
    .	2.4%
6: O=C(c1ccccn1)N(Cc1cccs1)C1(C(=O)NC2CCCCC2)CCCCC1
    6	-1.0%
7: CCCCCCCCCCCCCCCC(O)C(N)CO (stereo not drawn)
    .	-14%
8: C/C(=N\NC(=S)NCc1ccccc1)C1CCCCC1
    5	0.3%
9: CCCC(=O)O[C@]1(C(=O)COC(C)=O)CC[C@H]2[C@@H]3C[C@H](F)C4=CC(=O)C=C[C@]4(C)[C@@]3(F)[C@@H](O)C[C@@]21C
    .	5.1%
10: COc1cc(N)c(Cl)cc1C(=O)N[C@@H]1CCN(CCCOc2ccc(F)cc2)C[C@@H]1OC
    11	-5.5%
11: CC(=O)Oc1ccc2c(C)cc(=O)oc2c1
    13	4.8%
12: Cc1cc(=O)oc2cc(O)ccc12
    .	-1.2%
13: CC1(C)O[C@@H]2C[C@H]3[C@@H]4C[C@H](F)C5=CC(=O)C=C[C@]5(C)[C@@]4(F)[C@@H](O)C[C@]3(C)[C@]2(C(=O)CO)O1
    .	3.6%
14: COc1cc(C2Oc3cc(C4Oc5cc(O)cc(O)c5C(=O)C4O)ccc3OC2CO)ccc1O (stereo not drawn)
    .	0.5%
15: CCCCN(CCCC)CCCOC(=O)c1ccc(N)cc1
    .	3.6%

Looked up above.
no. 1 in M. tuberculosis GlmU is listed with 5.2%
no. 3 in M. tuberculosis GlmU is listed with 19µM*
no. 9 in M. tuberculosis GlmU is listed with 5.1%
no. 7 in M. tuberculosis GlmU is listed with -14%

Compounds above with an aryl methoxy group:
Values run as follows: RmlCD inh 1536	M. tuberculosis GlmU
4: COc1ccc(-c2oc3c(CC=C(C)C)c(O[C@@H]4O[C@H](CO)[C@@H](O)[C@H](O)[C@H]4O)cc(O)c3c(=O)c2O[C@@H]2O[C@@H](C)[C@H](O)[C@@H](O)[C@H]2O)cc1
    -9	-6.1%
10: COc1cc(N)c(Cl)cc1C(=O)N[C@@H]1CCN(CCCOc2ccc(F)cc2)C[C@@H]1OC
    11	-5.5%
14: COc1cc(C2Oc3cc(C4Oc5cc(O)cc(O)c5C(=O)C4O)ccc3OC2CO)ccc1O (stereo not drawn)
    .	0.5%

Among those listed so far, 3 have a carbonyl joined to an NH by a bond outside any ring:
Values run as follows: RmlCD inh 1536	M. tuberculosis GlmU
5: CC(C)NNC(=O)c1ccncc1
    .	2.4%
6: O=C(c1ccccn1)N(Cc1cccs1)C1(C(=O)NC2CCCCC2)CCCCC1
    6	-1.0%
10: COc1cc(N)c(Cl)cc1C(=O)N[C@@H]1CCN(CCCOc2ccc(F)cc2)C[C@@H]1OC
    11	-5.5%

A portion of the library; count on the stated rates, not on these rows.
